# MmCpn inh – M. maripaludis TRiC chaperonin inhibition; 0.031% of 330,000 active; Potency, µM (series often up to 76.9 µM), for the others: top-dose activity, negative = inhibition, most hits filed as inhibitors; purified Mm-Cpn ATPase, ADP Transcreener TR-FRET; AID 504842; note: potency is the fitted concentration of half-maximal effect; % is set by controls: 0 for no effect and ±100 for the full control effect; nearly all actives have a fitted effect of over 80% in size
#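 Measured: ADP formation by purified Mm-CPN. Conditions: 25 nM protein, 10 uM ATP, Tris pH 7.4 with Mg2+, K+ and DTT, 37°C for 30 min. Detection: Transcreener HTRF after 30 min at room temperature.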
# EPAC2 agonist – EPAC2 (human) agonism; Q8WZA2; EPAC2 activation, biochemical qHTS; response scale: 100% = 6.5 mM cAMP response; Potency, µM (highest dose often 154 µM), for inactives: at the highest dose activation, usual class: activators; 0.079% of 360,000 active; note: potency is the fitted concentration of half-maximal effect; nearly all actives have a fitted effect of over 50% in size
# Target sequence (Q8WZA2 whole entry, looked up): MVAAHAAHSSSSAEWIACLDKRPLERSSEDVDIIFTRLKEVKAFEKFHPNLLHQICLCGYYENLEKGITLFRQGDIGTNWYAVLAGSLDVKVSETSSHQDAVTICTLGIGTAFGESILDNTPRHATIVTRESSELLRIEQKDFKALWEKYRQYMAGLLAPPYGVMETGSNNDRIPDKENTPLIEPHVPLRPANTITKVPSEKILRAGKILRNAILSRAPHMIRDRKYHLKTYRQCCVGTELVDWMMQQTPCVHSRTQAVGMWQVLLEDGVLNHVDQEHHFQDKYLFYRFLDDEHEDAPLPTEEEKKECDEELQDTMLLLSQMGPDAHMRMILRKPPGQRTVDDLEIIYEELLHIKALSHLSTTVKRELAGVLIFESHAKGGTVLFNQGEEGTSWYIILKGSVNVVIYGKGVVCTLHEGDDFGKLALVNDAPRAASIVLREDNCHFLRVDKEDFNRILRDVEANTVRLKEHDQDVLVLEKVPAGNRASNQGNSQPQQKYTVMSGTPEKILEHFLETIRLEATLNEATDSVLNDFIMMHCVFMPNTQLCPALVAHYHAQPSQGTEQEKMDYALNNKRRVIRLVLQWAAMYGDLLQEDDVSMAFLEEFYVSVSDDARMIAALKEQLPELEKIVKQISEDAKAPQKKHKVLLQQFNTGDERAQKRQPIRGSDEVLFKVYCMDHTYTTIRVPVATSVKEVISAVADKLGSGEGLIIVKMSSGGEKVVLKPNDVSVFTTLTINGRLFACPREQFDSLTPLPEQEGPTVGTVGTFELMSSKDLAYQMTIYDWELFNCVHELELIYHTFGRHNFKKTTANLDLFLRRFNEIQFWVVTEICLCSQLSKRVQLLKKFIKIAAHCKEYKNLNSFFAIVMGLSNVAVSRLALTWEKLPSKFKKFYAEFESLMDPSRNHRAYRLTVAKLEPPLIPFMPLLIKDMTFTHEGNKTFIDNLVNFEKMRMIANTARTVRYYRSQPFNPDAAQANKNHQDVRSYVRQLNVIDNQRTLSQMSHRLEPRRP
#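 Each well held 100 nM EPAC2, 250 nM RAP1B-BODIPY-GDP and 50 uM GDP. Fluorescence, read at 5-min intervals to 30 min, was referenced to a 6.5 mM cAMP positive control.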
# pAkt inh – inhibitors of Akt phosphorylation | Neuro2A IGF-stimulated pAkt S473 HTRF, 20 min; stronger effect = lower value | activity change, % for hits at 50 µM | 0.32% of 360,000 active | AID 651550; in the data active = activity change below about -80%; inconclusive = mostly about -51% to -80%; note: % is set by controls: 0 for no effect and ±100 for the full control effect
#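 Neuro2A cells in DMEM with 0.5% FBS, overnight at 37 deg C, given compound at single 50 µM final, then IGF (6 nM final) for 20 min at 37 deg C. Lysed; phospho-Akt Ser473 by HTRF after 24 h, 665/615 ratio.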
# TGFb SMAD3 inh – TGF-b pathway inhibition | HepG2 CAGA-GFP TGF-b/SMAD3 reporter, GFP fluorescence, 18 h; TGF-beta stimulated, 500 pg/mL final | Potency, µM (doses to about 46.1 µM), without a hit: at the top dose activity, negative = inhibition, hits mostly inhibitors | 1.2% of 410,000 active; note: potency is the fitted concentration of half-maximal effect; % is set by controls: 0 for no effect and ±100 for the full control effect; nearly all actives have a fitted effect of over 65% in size
#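 Per well, imaged GFP fluorescence of HEPG2 CAGA-GFP cells gives the signal; cells get compound, then TGF-beta (500 pg/mL final), 18 h at 37 degrees C; %Activity versus -TGF-beta and +DMSO controls.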
# Nrf2 ARE act – activators of Nrf2 (ARE) signaling. AREc32 ARE-luciferase reporter (MCF7-derived line), luminescence, 24 h. AID 624171. Potency, µM (top dose mostly 46.1 µM), for inactives: at the top dose activation, usual class: activators. 0.31% of 410,000 active; note: potency is the fitted concentration of half-maximal effect; % of control where 0% means no effect; nearly all actives have a fitted effect of over 65% in size
#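 ARE activation measured as luciferase luminescence (Steady-Glo, 30 min RT) in AREc32_Fluc cells after 24 hr compound exposure at 37 deg C, 5% CO2; cells seeded overnight at 1000/well in OPTI-MEM, 5% FBS.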
# EPAC2 antag – blocks human EPAC2 exchange factor; Q8WZA2; EPAC2 GEF exchange of Rap1B-BODIPY-GDP, fluorescence; Potency, µM (top dose mostly 114 µM), without a hit: at the highest dose activity, negative = inhibition, actives largely listed as inhibitors; 0.18% of 360,000 active; AID 720708; note: potency is the fitted concentration of half-maximal effect; % is set by controls: 0 for no effect and ±100 for the full control effect; nearly all actives have a fitted effect of over 45% in size; many of its hits are not listed in these tables
# A549 viability – counter-screen for Nrf2 inhibitors: cytotoxicity in A549 cells; 0.16% of 390,000 active; A549 ARE-Fluc cells, CellTiter-Fluor viability, 18-24 h; Potency, µM (highest dose often 46 µM), for the others: top-dose activity change, negative = cytotoxicity, usual class: inhibitors; AID 504648; note: potency is the fitted concentration of half-maximal effect; % is set by controls: 0 for no effect and ±100 for the full control effect
#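 A549 ARE-Fluc cells in 5% FBS OPTI-MEM, 5000 cells/well, rested 2 h then exposed to compounds in concentration-response for 18-24 h at 37 °C. Viability by CellTiter-Fluor fluorescence (Ex 405/Em 525) after 30 min; luciferase luminescence (BugLite, 15 min, RT) read afterwards.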
# Nrf2 block – inhibitors of Nrf2 signaling; A549 ARE-Fluc reporter, luciferase luminescence, 18-24 h; Potency, µM (titrated, usually from 46 µM), for inactives: at the top dose activity change, negative = inhibition, hits mostly inhibitors; 2.1% of 360,000 active; note: potency is the fitted concentration of half-maximal effect; % is set by controls: 0 for no effect and ±100 for the full control effect; nearly all actives have a fitted effect of over 60% in size
#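 Quantitative HTS in A549 cells stably bearing an antioxidant response element-firefly luciferase construct. Inhibition of Nrf2-driven transcription was scored by luminescence after 18-24 h of compound exposure at 37 °C.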
# CCT modulator – cytosolic chaperonin activity modulation. purified chaperonin ATPase assay, HTRF ADP detection, 30 min. 0.3% of 360,000 active. activity change, % (concentration not given with the values), hits read low; in the data active = activity change below about -30%; note: % is set by controls: 0 for no effect and ±100 for the full control effect
#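 Enzyme 40 or 20 nM (batch-dependent) in Tris pH 7.4/KCl/MgCl2/DTT; cpd 76 uM single point; ATP 10 uM; 30 min 37 °C; Transcreener ADP HTRF detection, 30 min RT; ratio 665/615.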
# Active calls of the source: *; i = inactive; ? = inconclusive; . = no result given; & = joins results of further samples; [ ] = another dose, or the depositor's remark. Unless noted, calls come from the whole dose curve; as a rule, active = well fitted curve in the direction sought with a large enough effect; inconclusive = small, poorly fitted or top-dose-only effect, or another doubt; inactive = no such curve, though single readings can be large; an effect the other way counts as inactive or inconclusive.
no.	compound	MmCpn inh	EPAC2 agonist	pAkt inh	TGFb SMAD3 inh	Nrf2 ARE act	EPAC2 antag	A549 viability	Nrf2 block	CCT modulator
1	CCn1ccc(C(=O)Nc2ccc(N(C)C(C)=O)cc2)n1	-2%	7%	i	?	0.8%	2%	-11%	?	-1.8
2	CCN(C(=O)CSc1nnc(-c2ccc(OC)cc2)n1C(C)C)C1CCS(=O)(=O)C1 (stereo not given)	4%	4%	i	4%	-0.5%	10%	2%	0%	1.2
3	CCOC(=O)C(C)C(C)=O (stereo not given)	0%	10%	i	3%	-0.7%	-8%	-12%	.	-3.1
4	CCCCCNC(=O)C1CC(=O)OC12CCCCC2 (stereo not given)	-2%	14%	i	-4%	0.0%	-10%	1%	-1%	-2.0
5	O=C(OCC(=O)c1ccccc1)C1=NN(c2ccccc2)C(=O)CC1	2%	-1%	i	-8%	0.0%	27%	8%	28%	-0.4
6	N#Cc1sc2nc(N3CCCCC3)c3c(c2c1N)CCCC3	-1%	-5%	i	11µM*	7.0%	-5%	3%	-2%	-10
7	CC(=O)N1CCc2cc(S(=O)(=O)C(C)CC(=O)Nc3ccc(Br)c(C)c3)ccc21 (stereo not given)	.	.	.	?	5.0%	.	3%	-28%	.
8	CCCCCn1c(=O)[nH]c2cc(C(=O)N3CCN(c4ccccc4)CC3)ccc2c1=O	.	.	.	1%	0.4%	.	1%	6%[9.27 µM]	.
9	O=C(NCc1ccc2c(c1)OCO2)C1CC(c2ccccc2O)=NO1 (stereo not given)	1%	-5%	i	-12%	-0.8%	4%	-5%	6%	-7.2
10	COc1ccc(-c2ccc(-c3noc(-c4cccs4)n3)c(OC)n2)cc1	-15%	7%	i	6%	5.0%	11%	-4%	17%	-3.8
11	O=C(N/N=C/c1ccc(Br)s1)c1c[nH]c2ccccc12	2%	20%	i	-4%	6.6%	-5%	-1%	?	0.7
12	O=C(CSc1nnc(Cc2ccccc2)o1)N1CCOCC1	0%	0%	i	2%	-0.4%	9%	1%	8%	-2.0
13	CCOC(=O)c1c(-c2ccc(C)cc2)cn2ccccc12	-5%	28%	i	-17%	0.7%	-14%	9%	.	0.4
14	O=c1[nH]c(C(F)(F)F)nc2ccccc12	0%	3%	i	-4%	-0.7%	-2%	-1%	-1%	-1.7
15	CCCCOc1ccc(CN2C(=O)C(=O)c3cc(C)ccc32)cc1OC	.	.	.	-15%	0.3%	.	4%	-22%	.
16	CC1=C(C(=O)OC(C)C)C(c2cn(-c3ccccc3)nc2-c2cccs2)NC(=O)N1 (stereo not given)	1%	-1%	i	6%	2.3%	-28%	?	18µM*	2.4
17	Cc1cc(Sc2ccc(Cl)cc2)nc2ccccc12	.	.	.	3%	0.6%	.	-1%	?	.
18	CCN(CC)C(=O)C1=C(C)Nc2nc3ccccc3n2C1c1ccccc1F (stereo not given)	.	.	.	-15%	0.5%	.	5%	0%	.
19	CCN1CCN(C(=O)c2ccc3c(c2)N(Cc2ccc(Cl)cc2)C(=O)c2ccccc2S3=O)CC1 (stereo not given)	.	.	.	?	0.5%	.	-1%	21%	.
20	C=CCN(c1ccccc1C(=O)O)S(=O)(=O)c1ccc(NC(=O)OC)cc1	3%	-4%	i	-2%	-0.3%	1%	-2%	4%	-0.8
21	CCOc1ccc(/C(O)=C2/C(=O)C(=O)N(CCOCCO)C2c2ccccn2)cc1 (stereo not given)	-2%	-6%	i	7%	-0.2%	17%	-3%	1%	0.9
22	OC(Cc1ccccc1)c1ncc(-c2ccc(Cl)cc2)[nH]1 (stereo not given)	.	0%	i	?	-0.8%	-1%	.	.	-2.6
23	COc1ccc(CC(=O)OCC(=O)c2c(N)n(C)c(=O)n(C)c2=O)cc1OC	-3%	15%	i	-8%	-0.3%	-3%	1%	-26%	-0.4
24	COc1ccc(-c2oc(=O)c3cc(OC)c(OC)cc3c2/C=C/c2cccc([N+](=O)[O-])c2)cc1	-1%	27%	i	-11%	2.7%	-4%	5%	-6%	-0.6
25	CCCOCn1cc(F)c(=O)[nH]c1=O	-2%	6%	i	13%	0.4%	6%	0%	6%	2.1
26	CCOC(=O)C1CCN(Cc2ccc(Cl)c(Cl)c2)CC1	-2%	8%	i	-6%	0.3%	4%	7%	?	1.3
27	CC(C)n1c(C(O)c2ccccc2)nc2ccccc21 (stereo not given)	-4%	10%	i	20%	0.1%	2%	-9%	-17%	-0.7
28	CC(=O)NS(=O)(=O)c1ccc(NC(=O)/C=C/c2cn(-c3ccccc3)nc2-c2ccccc2)cc1	-1%	-14%	i	2%	-0.9%	0%	0%	0%	1.1
29	O=C(Cn1c(=O)[nH]c2ccsc2c1=O)NC1CCCCCC1	-1%	1%	i	-1%	0.3%	8%	2%	11%	-2.7
30	CC1CCCCC1NC(=O)CSc1nnnn1-c1ccccc1 (stereo not given)	-2%	-3%	i	-27%	-0.8%	5%	8%	18%	-5.1

# The final 7 records of the part above open the next one:
no.	compound	MmCpn inh	EPAC2 agonist	pAkt inh	TGFb SMAD3 inh	Nrf2 ARE act	EPAC2 antag	A549 viability	Nrf2 block	CCT modulator
24	COc1ccc(-c2oc(=O)c3cc(OC)c(OC)cc3c2/C=C/c2cccc([N+](=O)[O-])c2)cc1	-1%	27%	i	-11%	2.7%	-4%	5%	-6%	-0.6
25	CCCOCn1cc(F)c(=O)[nH]c1=O	-2%	6%	i	13%	0.4%	6%	0%	6%	2.1
26	CCOC(=O)C1CCN(Cc2ccc(Cl)c(Cl)c2)CC1	-2%	8%	i	-6%	0.3%	4%	7%	?	1.3
27	CC(C)n1c(C(O)c2ccccc2)nc2ccccc21 (stereo not given)	-4%	10%	i	20%	0.1%	2%	-9%	-17%	-0.7
28	CC(=O)NS(=O)(=O)c1ccc(NC(=O)/C=C/c2cn(-c3ccccc3)nc2-c2ccccc2)cc1	-1%	-14%	i	2%	-0.9%	0%	0%	0%	1.1
29	O=C(Cn1c(=O)[nH]c2ccsc2c1=O)NC1CCCCCC1	-1%	1%	i	-1%	0.3%	8%	2%	11%	-2.7
30	CC1CCCCC1NC(=O)CSc1nnnn1-c1ccccc1 (stereo not given)	-2%	-3%	i	-27%	-0.8%	5%	8%	18%	-5.1
31	Cc1nc2ccn(Cc3cccs3)c(=O)c2cc1C(=O)NCc1ccc(Br)cc1	.	.	.	?	5.8%	.	-3%	-5%	.
32	COc1cc(Cl)ccc1OC1(C)CCN(Cc2c(F)cccc2F)C1 (stereo not given)	.	7%	i	8%	0.2%	-18%	.	.	-0.5
33	CCOC(=O)c1c(C)[nH]c(C)c1C(=O)COC(=O)/C=C/c1ccco1	-2%	-3%	i	4%	6.2%	-3%	-6%	1%	1.1
34	CC(C)NC(=O)N(C)C[C@H]1Oc2ccc(NS(=O)(=O)c3ccc(Cl)cc3)cc2CC(=O)N([C@@H](C)CO)C[C@@H]1C	0%	-1%	i	?	-1.1%	-3%	7%	3%	0.0
35	CCNC(=S)NNC(=O)c1ccccn1	1%	-5%	i	-12%	0.4%	1%	1%	17%	1.8
36	CC(c1ccccn1)N(C)C(=O)c1ccc2nc(Cc3cccc(Cl)c3)oc2c1 (stereo not given)	-12%	2%	i	?	3.5%	-10%	-2%	20%	-1.7
37	COc1cc(C2CC(=O)N3CN(Cc4ccco4)CSC3=C2C#N)ccc1OCc1ccccc1 (stereo not given)	-11%	4%	i	-30%	-0.2%	-8%	0%	-2%	0.4
38	Cc1ccc(CSCc2ccc(C(=O)NCCCN3CCOCC3)o2)cc1	-1%	1%	i	-9%	0.7%	10%	1%	2%	0.3
39	COc1ccc(C(CC(=O)N2CCCCC2)c2c(O)cc(OC)cc2OC)cc1 (stereo not given)	2%	8%	i	0%&-2%	-0.4%	?	-2%&7%	?	-1.0
40	c1ccc2c(c1)CSc1ccccc1N2	.	10%	i	-10%	2.5%	-23%	1%	7%	-1.5
41	COc1ccc(CCC(=O)NCC(=O)OCc2ccccc2)cc1	1%	12%	i	-8%	-0.6%	12%	-1%	-3%	-0.1
42	CS(=O)(=O)N(CC(=O)N1CCCC1)c1ccc(Cl)cc1Cl	0%	23%	i	?	0.1%	-8%	3%	0%	-3.6
43	COc1ccc(NC(=O)CN2C(=O)CC(c3ccc(C)c(C)c3)=Nc3ccccc32)cc1OC	.	.	.	?	3.5%	.	-12%	-2%	.
44	O=C(CCCN1C(=O)C2CCCCN2C1=O)N1CCN(c2ccc([N+](=O)[O-])cc2)CC1 (stereo not given)	-1%	8%	i	-28%	2.6%	-1%	-28%	?	0.6
45	CCN(CC)c1ccc(NC(=O)C(C)C)cc1	0%	8%	i	?	-0.6%	-1%	17%	11%	-1.1
46	CCCCCN(C(=O)CCC(=O)OC(C)C(=O)Nc1cccc(C#N)c1)c1c(N)n(CCCC)c(=O)[nH]c1=O (stereo not given)	-2%	-15%	i	-2%	0.0%	-17%	-7%	-11%	-2.0
47	COc1ccccc1C(=O)Nc1c(C(=O)c2ccccc2)oc2ccccc12	.	.	.	-17%	-1.0%	.	-1%	-18%	.
48	CCC(C)NC(=O)c1c(N)n(/N=C/c2cccnc2)c2nc3ccccc3nc12 (stereo not given)	-2%	-17%	i	12%	0.0%	-29%	-23%	?	-3.8
49	CCCNC(=O)C(Cc1cccc(C#N)c1)NC(=O)c1cccc([N+](=O)[O-])c1 (stereo not given)	1%	7%	i	-15%	-0.5%	-1%	4%	-12%	0.1
50	COc1ccccc1CCn1cnc(-c2ccc(OC)c(OC)c2)c1C(C)C	.	16%	i	.	-1.6%	?	.	.	-0.7

# High-throughput results from PubChem.

# A portion of the library; the hit share may differ from the screen's.
